Mito fusion yeast: blocks mitochondrial division or promotes mitochondrial fusion. AID 485298. 320,000 compounds, 0.23% hits. Potency, µM (top dose mostly 46.1 µM), for the others: top-dose growth rescue (activation), most hits filed as activators. S. cerevisiae fusion-defective mutant growth rescue, CellTiterGlo 48 h;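 further: potency means the concentration at half of the fitted maximal effect; % of control where 0% means no effect; nearly all actives have a fitted effect of over 45% in size; temperature-sensitive fusion mutants such as fzo1-1 at 37 °C on non-fermentable ethanol glycerol medium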
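Temperature-sensitive fusion-defective S. cerevisiae (e.g. fzo1-1, mgm1-5) were grown with compound in YPEG medium (3% ethanol, 3% glycerol) for 48 hours at 37C. Growth rescue was measured as viability by CellTiterGlo luminescence after 10 minutes at ambient.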
Menin MLL FP TR: inhibitors of human menin-MLL interaction, mutant MLL peptide; Menin + Texas Red MLL mutant peptide, fluorescence polarization; 270,000 compounds, 0.23% hits; Potency, µM (titrated, usually from 61.6 µM), for the others: at the top dose FP activity change, negative = inhibition, usual class: inhibitors; O00255; active means well fitted inhibition curve with a large enough effect in the polarisation, with a control signal flat, not every such curve was filed as active; inconclusive means small, poorly fitted or top-dose-only effect, or effect the other way, or a change in a side signal; inactive means no such curve, though single readings can be large or run the other way; the % refers to the polarisation; further: potency means the concentration at half of the fitted maximal effect; % of control where 0% means no effect; many of its hits are not listed in these tables
Target sequence (O00255 whole entry, looked up): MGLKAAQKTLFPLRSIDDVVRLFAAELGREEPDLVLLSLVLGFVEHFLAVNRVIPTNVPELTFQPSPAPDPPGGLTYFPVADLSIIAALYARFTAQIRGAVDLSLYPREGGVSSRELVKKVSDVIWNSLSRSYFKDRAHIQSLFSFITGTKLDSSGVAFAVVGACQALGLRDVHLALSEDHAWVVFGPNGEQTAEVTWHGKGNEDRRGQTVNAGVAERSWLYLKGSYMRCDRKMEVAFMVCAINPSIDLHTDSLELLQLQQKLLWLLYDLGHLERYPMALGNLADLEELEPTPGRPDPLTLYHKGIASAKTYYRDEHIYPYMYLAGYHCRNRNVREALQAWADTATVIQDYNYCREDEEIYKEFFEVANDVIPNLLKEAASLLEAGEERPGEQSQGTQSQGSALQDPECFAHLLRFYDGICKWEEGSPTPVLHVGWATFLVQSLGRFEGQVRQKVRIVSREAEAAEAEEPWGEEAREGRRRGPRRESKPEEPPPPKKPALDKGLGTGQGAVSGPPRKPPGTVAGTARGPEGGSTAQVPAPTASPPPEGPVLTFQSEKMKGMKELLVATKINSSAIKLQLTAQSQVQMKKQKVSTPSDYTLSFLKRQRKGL
ELG1 DNA repair: blocks ELG1-dependent DNA repair in HEK293T cells; HEK293T ELG1-luciferase reporter, luminescence, 16 h; DNA damage induced by 5-fluorouridine; Potency, µM (titrated, usually from 46.1 µM), without a hit: top-dose activity change, negative = inhibition, hits mostly inhibitors; 330,000 compounds, 2.3% hits; AID 504467; further: potency means the concentration at half of the fitted maximal effect; on the % scale 0 is the no-effect control and ±100 the full control effect; nearly all actives have a fitted effect of over 55% in size
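Cells (2,000 per well) received 5-fluorouridine plus test compound or DMSO and were incubated 16 hr at 37 °C, 5% CO2. Luciferase activity was read by luminescence 30 min after ONE-Glo addition; signal suppression marked inhibition of damage-induced ELG1 function.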
MBNL1 CUG block: blocks human MBNL1 binding to CUG repeat RNA; Q9NR56; TR-FRET MBNL1-His/biotin-(CUG)12 binding, 665/545 ratio; 280,000 compounds, 0.036% hits; Potency, µM (series often up to 57.5 µM), for the others: at the highest dose activity change, negative = inhibition, actives largely listed as inhibitors; active means well fitted inhibition curve with a large enough effect in the signal ratio, with a control signal flat, not every such curve was filed as active; inconclusive means small, poorly fitted or top-dose-only effect, or effect the other way, or a change in a side signal; inactive means no such curve, though single readings can be large or run the other way; the % refers to the signal ratio; further: potency means the concentration at half of the fitted maximal effect; on the % scale 0 is the no-effect control and ±100 the full control effect
Target sequence (Q9NR56 whole entry, looked up): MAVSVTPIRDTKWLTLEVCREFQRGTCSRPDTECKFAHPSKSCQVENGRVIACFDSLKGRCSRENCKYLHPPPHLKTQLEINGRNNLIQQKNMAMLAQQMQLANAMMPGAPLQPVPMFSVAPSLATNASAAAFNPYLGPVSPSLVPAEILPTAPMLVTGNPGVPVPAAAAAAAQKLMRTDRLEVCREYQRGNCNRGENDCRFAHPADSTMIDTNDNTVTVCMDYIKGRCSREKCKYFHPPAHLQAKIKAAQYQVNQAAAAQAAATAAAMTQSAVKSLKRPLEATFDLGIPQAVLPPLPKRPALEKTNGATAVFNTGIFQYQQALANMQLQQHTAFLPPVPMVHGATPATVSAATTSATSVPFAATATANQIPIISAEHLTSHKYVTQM
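TR-FRET between His-tagged MBNL1 and biotin-(CUG)12 RNA, detected with Tb anti-His antibody (0.055 ng/ul) and streptavidin-XL665 (5 nM), 60 min at room temperature. Compounds titrated 92 nM to 58 uM; 665/545 nm ratio normalized to buffer and complex controls.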
VP16 counter: Gal4-VP16 reporter inhibition counter-screen; Drosophila S2 Gal4-VP16 UAS-luciferase, luminescence, 20 h; Potency, µM (titrated, usually from 53.6 µM), for inactives: at the highest dose activity, negative = inhibition, actives largely listed as inhibitors; 310,000 compounds, 3.5% hits; AID 2546;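 further: Gal4-VP16 expression switched on by copper sulfate through the metallothionein promoter; potency means the concentration at half of the fitted maximal effect; on the % scale 0 is the no-effect control and ±100 the full control effect; nearly all actives have a fitted effect of over 50% in size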
NPC1 prom act: activators of NPC1 promoter; 320,000 compounds, 2.4% hits; Potency, µM (series often up to 9.22 µM), without a hit: top-dose activation, hits mostly activators; Huh7 NPC1 promoter luciferase reporter, 24 h;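 further: potency means the concentration at half of the fitted maximal effect; % of control where 0% means no effect; nearly all actives have a fitted effect of over 60% in size; reporter is driven by a mutant NPC1 promoter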
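Readout is luciferase luminescence, reflecting NPC1 promoter activation in stably transfected Huh7 cells after 24 h compound exposure at 37 °C in reduced-serum medium with 10% FBS.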
FLuc modulator: firefly luciferase modulation, counter-screen for miR-21 project | Potency, µM (series often up to 57.5 µM), for inactives: at the highest dose activity change, negative = inhibition, usual class: inhibitors | P08659 | AID 588342 | 360,000 compounds, 6.9% hits | purified FLuc, Km substrates, luminescence inhibition;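 further: potency means the concentration at half of the fitted maximal effect; plate controls were vehicle for no effect and reference inhibitor for full effect; nearly all actives have a fitted effect of over 55% in size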
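Purified P. pyralis luciferase (10nM final) with 10uM D-luciferin and 10uM ATP (Km levels) in 50mM Tris acetate pH 7.5, 10mM Mg acetate, 0.01% Tween-20, 0.05% BSA; qHTS 6-point titration, ~60 µM downward; luminescence read.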
Rab9 promoter act: activates the Rab9 promoter; Huh7 Rab9 promoter-luciferase reporter, luminescence, 24 h; Potency, µM (doses to about 9.22 µM), for inactives: at the highest dose activation, negative = inhibition, actives largely listed as activators; 320,000 compounds, 2.8% hits; AID 485297; further: potency means the concentration at half of the fitted maximal effect; % of control where 0% means no effect; nearly all actives have a fitted effect of over 60% in size
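Promoter activation is measured as luciferase luminescence in Huh7 cells stably transfected with a Rab9 promoter–luciferase construct, following 24 h compound exposure at 37 °C and 10 min reagent incubation at ambient temperature.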
PKM2 activator: PKM2 (human) enzyme activation; P14618; purified PKM2, Kinase-Glo ATP luminescence, activation; response scale: 0% is enzyme alone, no compound; Potency, µM (titrated, usually from 57.5 µM), inactives show at the top dose activation, actives largely listed as activators; 260,000 compounds, 0.34% hits; further: potency means the concentration at half of the fitted maximal effect; on the % scale 0 is the no-effect control and ±100 the full control effect; nearly all actives have a fitted effect of over 55% in size
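ATP formation by purified human PK-M2, quantified via coupled luciferase luminescence after 1 h at room temperature with 0.1 mM ADP and 0.5 mM PEP final.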
KCNH2 3.1 inh: KCNH2 3.1 (human) potassium channel inhibition; U2OS KCNH2 3.1, thallium flux FluxOr; active compounds read low; activity change, % (tested at about 1.8 µM); 340,000 compounds, 0.95% hits;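 active means maximum activity change below -70%; inconclusive means maximum activity change from -70% to -50%; inactive means maximum activity change above -50%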;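 further: thallium influx rate constant from kinetic fluorescence after stimulation buffer; on the % scale 0 is the no-effect control and ±100 the full control effect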
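Steps: virus added to U2OS suspension (4 h, RT, dark); medium with 10% FBS added, cells plated, 37 C overnight; FluxOr/Red40 loading buffer 45 min RT; stimulation buffer, 2 min kinetic read; rate constant normalized.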
RORgamma inh: ROR gamma (mouse) transcription inhibition; P51450; Drosophila S2 Gal4-RORgamma UAS-luciferase reporter, 20 h; Potency, µM (top dose mostly 53.6 µM), for inactives: at the top dose activity change, negative = inhibition, hits mostly inhibitors; 310,000 compounds, 5.4% hits; further: potency means the concentration at half of the fitted maximal effect; on the % scale 0 is the no-effect control and ±100 the full control effect; nearly all actives have a fitted effect of over 60% in size
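Schneider cells (Drosophila), stable Gal4 DBD–ROR gamma + UAS-luc; 1 hr cmpd preincubation; Cu2+ induction 700 uM final; 20 hr ambient; luminescence.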
* = called active by the depositor; ? = inconclusive; · = not tested or not shown; & = joins results of further samples; [ ] = another dose, or the depositor's remark. Unless noted, the call rests on the fitted dose curve; in most records, active means well fitted curve in the direction sought with a large enough effect; inconclusive means small, poorly fitted or top-dose-only effect, or another doubt; inactive means no such curve, though single readings can be large; an effect the other way counts as inactive or inconclusive. The list is partial; the hit share may differ from the screen's.

Structure | Mito fusion yeast | Menin MLL FP TR | ELG1 DNA repair | MBNL1 CUG block | VP16 counter | NPC1 prom act | FLuc modulator | Rab9 promoter act | PKM2 activator | KCNH2 3.1 inh | RORgamma inh
O=C(CSCCc1ccccn1)Nc1ccc(Br)cn1 | -3% | -1% | -10% | 1% | 0% | -5% | -2% | 0% | 25% | -16 | 36%
COc1cccc(C2CC(=O)Nc3cc4c(cc32)OCCO4)c1OC(C)C (centres undefined) | 3% | -7% | ? | 7% | -30% | 2% | 6% | 0% | 3% | 5 | ?
COc1ccc(NC(=O)C2=CC(c3cccs3)=NS(=O)(=O)N2C)cc1 | 4% | ? | 13% | ? | 1% | 6% | 5%&-12% | 6% | 0% | 5 | 15%
O=C(CCNS(=O)(=O)c1cccs1)Nc1nccs1 | 1% | -14% | 2% | 2% | -3% | -3% | -1% | -3% | 5% | 7 | -6%
Cc1ccc(NC(=O)c2oc3ccccc3c2NC(=O)c2ccc3c(c2)OCO3)cc1 | 6% | ? | 12% | -11% | -8% | 1% | 6.7µM* | 16% | -3% | · | -1%
CS(=O)(=O)N(CC(=O)N1CCOCC1)c1cc(Cl)ccc1Cl | 2% | 2% | ? | -7% | 3% | 1% | -2% | 7% | -1% | 34 | -14%
O=C(O)c1ccccc1C(=O)NNc1ccc(F)cc1 | -3% | · | 9% | -9% | -1% | -1% | 4% | 0% | 7% | 9 | 15%
COc1ccc(N2Cc3cccc(C(=O)NC(C)CCc4ccco4)c3C2=O)cc1 (centres undefined) | 11% | 5%[11.7 µM] | ? | 1% | 5% | -2% | -19% | 1% | -5% | -7 | 32%
COc1cccc(NC(=O)COc2cc(O)c3c(c2)OC(C)(C)CC3=O)c1 | 8% | 12% | ? | -2% | -2% | ? | 4.3µM* | ? | -2% | -7 | 16%
CCC(/C=N/NC(=O)c1ccccc1F)CC | 9% | -2% | 9% | · | 7% | -3% | -1% | 2% | -8% | 13 | 11%
CCN1c2ccccc2-c2nc3ccccc3n2C1c1cccs1 (centres undefined) | ? | 0% | -19% | -4% | ? | -2% | -3% | -4% | -10% | 5 | 13µM*
COc1ccccc1Nc1nc(N)nc(CN2CCN(Cc3ccc4c(c3)OCO4)CC2)n1 | -5% | · | ? | -19% | -9% | -2% | -1% | -1% | -15% | -110* | -5%
CC1CCN(CC(=O)Nc2ccccc2C(=O)c2ccccc2)CC1 | 2% | -15% | -11% | -1% | 4% | -3% | 5% | -3% | -17% | · | 29%
CCn1nnc(NC(=O)COc2ccc(C3CCCCC3)cc2)n1 | -2% | -13% | ? | -8% | ? | 0% | ? | -7% | -1% | -9 | 13%
CC(NC(=O)Cc1cccs1)C(c1cccs1)N1CCOCC1 (centres undefined) | 1% | 1% | 7% | 8% | -1% | -1% | 1% | 2% | -13% | 9 | 9%
COc1cc(O)c(CCC(=O)c2cc(OC)c(OC)c(OC)c2)c(OC)c1 | 13% | -8% | ? | 2% | -16% | -1% | 0% | 2% | -9% | 4 | 20%
O=C(Cc1ccc(Br)cc1)NC1CCN(Cc2ccccc2)CC1 | 23% | 0% | ? | -5% | -6% | 0% | 0% | -5% | 4% | 9 | 45%
CC(C(=O)OCC(=O)c1ccc([N+](=O)[O-])cc1)N1C(=O)C2C3CCC(C3)C2C1=O (centres undefined) | -5% | 12% | 5% | · | 2% | 0% | -4% | 1% | -2% | -6 | ?
O=CN1CCN(C(=S)Nc2ccc(OC(F)F)cc2)CC1 | -1% | · | -1% | 4% | -3% | -3% | 4% | 1% | 3% | -16 | 29%
CS(=O)(=O)N(CC(=O)NC1CCCCC1)Cc1ccc(Cl)cc1 | 12% | · | 10% | -5% | 2% | 0% | -1% | 0% | 0% | 12 | -8%
CC(C)(CC(=O)O)CC(=O)NCc1c(Cl)cccc1Oc1ccccc1 | -1% | · | ? | 11% | 4% | -3% | 0% | 0% | 0% | 12 | 10%
O=C(c1cc(F)ccc1F)N1CCC(N2CCC(C(=O)N3CCCC3)CC2)CC1 | -4% | · | ? | 2% | -10% | 1% | -11% | 0% | · | 3 | 2%
O=C(/C=C\c1ccccc1)Nc1ccc(NC(=O)c2ccco2)cc1 | 4% | 15% | -7% | 14% | -8% | 6% | -5% | -1% | 1% | -80* | 0%
O=C(O)CCCN1C(=O)C(=O)/C(=C(/O)c2ccccc2)C1/C=C/c1ccccc1 (centres undefined) | -1% | 2% | 4% | -9% | 0% | -7% | -11% | 2% | 3% | 0 | -17%
COc1ccccc1NC(=O)CN1CCSc2ccccc21 | 1% | -2% | -30% | -1% | 23% | -4% | -7% | -1% | 1% | -9 | 12%
COc1ccccc1Oc1cc(F)nc(N)n1 | 0% | -11% | -4% | 5% | -5% | 0% | 3% | 0% | 3% | -14 | 19%
CC1(C)CC(=O)C=C(Nc2ccc(O)c(C(=O)O)c2)C1 | 0% | 22% | 5% | 4% | 5% | -5% | 1% | 3% | 1% | -5 | -7%
Cc1cccc(-c2nc(CN3CCCC(C(=O)NC4CCCC4)C3)c(C)o2)c1 (centres undefined) | -5% | -12% | ? | 4% | 1% | -3% | -1% | -10% | -10% | -82* | -16%
CCN1CCN(Cc2nc3c(c(=O)n(C)c(=O)n3C)n2C(C)C(C)=O)CC1 (centres undefined) | -2% | 0% | 8% | 6% | 3% | 4% | 2% | 1% | -4% | 15 | 10%
O=C(NCc1ccc(Cl)cc1)c1cc(=O)nc2sc(-c3ccccc3)nn12 | 1% | 0% | -18% | 11% | -6% | 8% | 1% | 0% | -1% | -8 | 5%
O=C(/C=C/c1ccccc1Br)c1ccc2c(c1)OCO2 | -18% | 20% | ? | -4% | ? | 17% | 12µM* | 11% | -5% | 1 | -80%
COc1ccccc1OCCCc1c(C)n[nH]c1C | -21% | -5% | -2% | -15% | 3% | 0% | -11% | 8% | -14% | -4 | -4%
CCCC(C)NC(=O)c1ccc(-c2ccccc2)cc1 (centres undefined) | -3% | -1% | ? | 3% | 4% | ? | ? | 1.8µM* | 1% | · | -5%
CCCc1cc(=O)oc2c(C)c(OCC(=O)Nc3cccnc3)ccc12 | 5% | · | -13% | -2% | -5% | 24% | 1% | 0% | · | -24 | 15%
COC(=O)c1cccc(Nc2ncnc3sccc23)c1 | 6% | 13% | ? | -5% | -6% | -4% | ? | 22% | -2% | -4 | 29%
COc1cc(-c2noc(C)c2C(=O)NCCO)cc(OC)c1OC | -1% | 0% | -5% | 1% | -1% | -3% | 0% | -1% | 0% | 12 | -17%
CCOCCn1c(COc2ccc(C)cc2)nc2ccccc21 | ? | -10% | ? | -8%[11.5 µM] | 5% | 27% | ? | ? | -7% | 1 | ?

Bioassay records: PubChem BioAssay, National Center for Advancing Translational Sciences (NCATS)
